High-throughput results as filed in PubChem.
Bcl-B TR3 displacers: displacers of TR3 peptide from Bcl-B, primary screen, selectivity assay for Bfl-1 inhibitor project, biochemical, fluorescence polarization; 96,000 tested, 0.11% active; FP displacement of FITC-TR3 peptide from Bcl-B; higher % means a stronger effect; displacement, % at 20 µM; hits with a dose series show IC50 in µM; Bcl-2-like protein 10 (Homo sapiens);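 active = displacement above 50% at 20 µM plus a fluorescence interference ratio under 1.5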;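 also: plate controls were wells without compound for no effect and wells lacking Bcl-B protein for full effect; a part of the inactive calls stands beside numbers as strong as those of hits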
NFkB transloc inh: inhibitors of IL-1B driven NFkB p65 nuclear import, primary screen, imaging, HUVEC, IL-1B stimulus, high-content imaging | HUVEC IL-1B NFkB p65 nuclear translocation imaging | inhibition, % at 2 µM | 94,000 tested, 0.43% active;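 active = inhibition above about 30% together with a positive call from visual inspection of the well image, limit read from the data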;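 also: nuclear over cytoplasmic p65 intensity ratio measured by imaging; 0% = IL-1B stimulated DMSO wells and 100% = unstimulated DMSO wells; values of inactives mirror those of a sister screen read the other way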
PLAP inhibition: PLAP enzyme inhibitors, biochemical, luminescence, HTS (AID 690) | purified PLAP, luminescent substrate; higher % means a stronger effect | 96,000 tested, 0.08% active | one-dose inhibition, % at 20 µM; IC50 in µM for titrated hits | Alkaline phosphatase, placental type (Homo sapiens); in the data active = a potency from the dose series; inactive = the rest, 99 in 100 with inhibition below about 30%; also: strong numbers were not always called active
NFkB transloc pot: enhancers of NFkB p65 translocation in HUVEC – imaging, IL-1B stimulus, high-content imaging, primary screen | HUVEC IL-1B NFkB p65 nuclear translocation imaging | activation, % at 2 µM | 94,000 tested, 0.3% active | AID 819, 2007;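 active = activation above 40%, about the mean plus 3 SD, also judged a hit on visual image review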;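 also: percent activation is computed from the nuclear over cytoplasmic p65 intensity ratio; values of inactives mirror those of a sister screen read the other way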
MRP reversal: reversal of MRP1-mediated doxorubicin resistance, primary screen, H69AR cells, doxorubicin co-treatment; 85,000 tested, 0.04% active; differential viability (reversal), % at 10 µM; H69AR cells + 2 uM doxorubicin, CellTiter-Glo, 72 h;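 active = viability drop by adding the cancer drug above about 55%, with treated viability meeting a 40% cutoff, limit read from the data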;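 also: viability without doxorubicin minus viability with 2 µM doxorubicin for each compound; larger differential means the compound sensitizes cells more to doxorubicin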
MRP reversal cytotoxicity: recorded beside MRP reversal, whose call it bears; viability, %; H69AR cells, CellTiter-Glo, 72 h; measured here: cytotoxicity without doxorubicin
MRP reversal with doxorubicin: further read-out of MRP reversal, marked with its call; viability, %; measured here: viability with 2 uM doxorubicin; active compounds read low
NFkB transloc inh cell count 2 µM: further read-out of NFkB transloc inh, marked with its call; cell count; measured here: cells passing quality filter;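 raw number of nuclei counted in each imaged well without normalization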
NFkB transloc pot cell count 2 µM: further read-out of NFkB transloc pot, marked with its call; cell count; measured here: cells passing quality filter
Starred values were filed as active, the others as inactive; · = no result given.

SMILES	Bcl-B TR3 displacers	NFkB transloc inh	NFkB transloc inh cell count 2 µM	PLAP inhibition	NFkB transloc pot	NFkB transloc pot cell count 2 µM	MRP reversal	MRP reversal cytotoxicity	MRP reversal with doxorubicin
Cc1[nH]n(-c2ccc([N+](=O)[O-])cc2)c(=O)c1C=NCCN1CCN(C(=O)c2cccc(F)c2)CC1	14.9%	-5.4	168	-73.6%	5.4	168	2.9	42.2	39.3
CCc1ccc2nc(-c3cccc(C)c3)nc(SCC(=O)NCC3CCCO3)c2c1 (stereo unspecified)	-1.1%	-0.5	208	-2.0%	0.5	208	·	·	·
CN(c1ccccc1)S(=O)(=O)c1ccc(NC(=S)Nc2ccccc2)cc1	-4.8%	4.2	131	9.7%	-4.2	131	·	·	·
O=C(NCCN1CCOCC1)C1CCN(S(=O)(=O)N2CCCCC2)CC1	-13.2%	-1.4	148	-8.8%	1.4	148	11.8	99.4	87.6
NC(=O)C1CCN(C(=O)COc2ccc3ccccc3c2)CC1	·	-13.8	114	·	13.8	114	10.3	90.4	80.1
O=c1c2ccccc2nc2c3ccccc3ncn12	-14.4%	-11.9	142	-1.8%	11.9	142	-0.8	93.7	94.5
CC1CCN(c2cc(=O)n(C3CCCCC3)c(=O)[nH]2)CC1	-0.3%	21.0	170	3.1%	-21.0	170	1.9	70.3	68.4
COc1ccccc1-c1cc2ccccc2[nH]1	·	-12.2	160	·	12.2	160	11.4	90.9	79.5
COc1ccc(OC)c(CCNC(=O)CC2Oc3ccccc3NC2=O)c1 (stereo unspecified)	-14.7%	-2.5	130	12.5%	2.5	130	11.8	87.2	75.4
CCc1[nH]nc2c1C1(C(=O)N(Cc3ccccc3)c3ccccc31)C(C#N)=C(N)O2 (stereo unspecified)	-7.3%	-12.1	154	-88.8%	12.1	154	-5.1	63.6	68.6
COc1ccc(NC(=S)NCCc2ccccc2OC)c(OC)c1	-2.8%	1.6	180	-5.4%	-1.6	180	-13.4	84.1	97.5
Cc1nc(NC(=O)CN2CCOCC2)sc1-c1ccccc1	-0.9%	2.3	116	-13.3%	-2.3	116	3.4	63.3	59.9
CCOC(=O)c1cc(-c2ccccc2)n(CC(=O)N2CCCC2)c1C	-4.0%	-1.4	108	-21.3%	1.4	108	-0.4	89.0	89.4
COCc1cc(C)nc2sc3c(=O)n(-c4cccc5ccccc45)nnc3c12	-4.7%	-30.8	143	-16.6%	30.8	143	·	·	·
CC(C)Cn1nc(NC(=O)C(C)(C)C)c2cc3ccccc3nc21	1.7%	-12.2	124	-37.2%	12.2	124	-19.9	53.2	73.1
COc1ccc(CN(C(=O)c2snc(C(N)=O)c2N)C(C(=O)NC(C)(C)C)c2ccco2)cc1 (stereo unspecified)	-5.9%	-22.3	141	-33.5%	22.3	141	-3.9	95.1	99.0
CC(C)(C)C(=O)NC(Nc1cccc2cccnc12)C(Cl)(Cl)Cl (stereo unspecified)	-19.0%	3.4	56	-5.9%	-3.4	56	·	·	·
C=CCn1c(-c2cccn(Cc3cccc(Cl)c3)c2=O)n[nH]c1=S	-6.1%	2.1	162	-0.8%	-2.1	162	·	·	·
COc1ccc(N2CCN(C(=S)Nc3cc(C)cc(C)c3)CC2)cc1	-12.5%	-8.3	136	4.2%	8.3	136	·	·	·
O=C(O)c1ncc(-c2ccccc2)cn1	7.9%	11.4	166	10.6%	-11.4	166	-14.6	100.0	114.6
CC1CCc2cc(F)cc3c(O)c(C(=O)NCC4CCCO4)c(=O)n1c23 (stereo unspecified)	-6.9%	-6.9	67	-78.5%	6.9	67	-9.8	59.2	69.0
Cn1c(SCC(=O)NC2CCCCCC2)nnc1-c1cccs1	-17.9%	·	·	11.9%	·	·	8.9	91.7	82.7
O=Cc1c(N2CCN(c3cccc(Cl)c3)CC2)nc2ccccn2c1=O	-6.2%	-31.5	120	-25.0%	31.5	120	·	·	·
CC(=O)CSc1nc2ccccc2o1	·	1.7	85	·	-1.7	85	18.0	106.5	88.5
COC(=O)c1c(NC(=O)Cn2nc(C(F)F)cc2C(F)F)sc(C)c1C	-10.1%	3.4	146	8.1%	-3.4	146	·	·	·
COc1ccc(-n2c(CNC(=O)c3ccc(S(=O)(=O)N4CCCC4)cc3)n[nH]c2=S)cc1	5.9%	-28.3	188	-47.3%	28.2	188	·	·	·
CCCCC1(O)CC(C(F)(F)F)=NN1C(=O)COc1ccccc1 (stereo unspecified)	·	-15.4	125	·	15.4	125	-15.7	68.5	84.2
C/C(Cn1nnc([N+](=O)[O-])n1)=N\NC(=O)c1ccc(Cl)c(Cl)c1	-16.5%	·	·	-26.6%	·	·	·	·	·
O=C(Cc1c(C(=O)O)[nH]c2ccccc12)NCCN1CCN(c2cccc(Cl)c2)CC1	1.6%	·	·	-47.8%	·	·	-12.5	96.0	108.5
CC(C)c1ccc(-c2nnn(CCC(=O)O)n2)cc1	6.9%	-34.0	109	-13.6%	34.0	109	0.6	88.1	87.5

The closing four compounds of the part above are carried over, then new ones follow.
SMILES	Bcl-B TR3 displacers	NFkB transloc inh	NFkB transloc inh cell count 2 µM	PLAP inhibition	NFkB transloc pot	NFkB transloc pot cell count 2 µM	MRP reversal	MRP reversal cytotoxicity	MRP reversal with doxorubicin
CCCCC1(O)CC(C(F)(F)F)=NN1C(=O)COc1ccccc1 (stereo unspecified)	·	-15.4	125	·	15.4	125	-15.7	68.5	84.2
C/C(Cn1nnc([N+](=O)[O-])n1)=N\NC(=O)c1ccc(Cl)c(Cl)c1	-16.5%	·	·	-26.6%	·	·	·	·	·
O=C(Cc1c(C(=O)O)[nH]c2ccccc12)NCCN1CCN(c2cccc(Cl)c2)CC1	1.6%	·	·	-47.8%	·	·	-12.5	96.0	108.5
CC(C)c1ccc(-c2nnn(CCC(=O)O)n2)cc1	6.9%	-34.0	109	-13.6%	34.0	109	0.6	88.1	87.5
CCOc1ccc(S(=O)(=O)N(CC(=O)O)c2ccc(C)cc2)cc1	-8.3%	-13.3	179	-33.2%	13.3	179	-7.1	92.5	99.6
Cc1ccc(N(C)C(=O)N2CCN(S(=O)(=O)c3ccc(C)cc3)CC2)cc1	4.2%	·	·	-53.0%	·	·	20.4	101.0	80.5
O=C(C1CC(c2ccccc2O)=NO1)N1CCc2ccccc2C1 (stereo unspecified)	1.5%	-4.5	166	-24.6%	4.5	166	1.9	86.3	84.4
NC(=O)c1cccn1Cc1ccccc1Cl	1.7%	6.3	80	-12.9%	-6.2	80	·	·	·
Cn1nnc2c(N3CCCCC3)nccc21	7.5%	1.8	77	3.7%	-1.8	77	-28.2	95.5	123.7
Cc1cc(NCC2CCCO2)n2c(nc3ccccc32)c1C#N (stereo unspecified)	-1.4%	-12.7	65	-17.6%	12.7	65	25.9	64.8	38.9
C/C(=C\C(=O)c1ccc(C)cc1)Nc1ccc(N2CCOCC2)cc1	-0.5%	-12.3	125	13.4%	12.3	125	·	·	·
COc1ccc(C(C(=O)NC2CCCC2)N(Cc2ccc(C)cc2)C(=O)c2ccn[nH]2)cc1OC (stereo unspecified)	1.1%	-18.8	173	-273.0%	18.8	173	·	·	·
O=C(O)CCCc1nc(-c2ccc(Cl)cc2)no1	3.3%	-6.3	163	-1.2%	6.3	163	·	·	·
COc1ccc(-c2nc(CS(=O)CC(=O)NCc3cccnc3)c(C)o2)cc1 (stereo unspecified)	15.3%	7.4	38	-47.7%	-7.4	38	-7.1	84.2	91.3
S=c1[nH]nc(CSc2nc3ccccc3s2)n1C1CCCCC1	-3.4%	12.4	165	-16.4%	-12.4	165	·	·	·
CCOC(=O)C=C1CCN(c2ncc(C(F)(F)F)cc2Cl)CC1	2.0%	0.2	132	15.0%	-0.2	132	·	·	·
COc1cc2nc(N(C)C)nc(N)c2cc1OC	-5.6%	-11.6	145	2.2%	11.6	145	-28.0	67.2	95.2
CCCSc1ncnc2c1oc1ccccc12	1.2%	-15.5	125	6.0%	15.5	125	22.1	98.4	76.3
CC(=O)c1cccc(NC(=O)C2CCCN(S(=O)(=O)c3cccc4cccnc34)C2)c1 (stereo unspecified)	1.3%	-12.9	199	-18.2%	12.9	199	-11.9	57.0	68.8
Cc1cc(C)nc(N2CCC(C(=O)Nc3cccc(C(F)(F)F)c3)CC2)n1	-4.1%	-5.2	137	-15.4%	5.2	137	6.6	88.1	81.5
COc1cccc(C(C(=O)NC2CCCC2)N(C(=O)c2ccco2)C2CC2)c1OC (stereo unspecified)	-0.2%	-1.2	94	-64.9%	1.2	94	-21.1	81.2	102.3
CCCC(=O)NC(=S)Nc1cccc(Cl)c1N1CCCCC1	1.2%	-20.3	147	64.3%	20.3	147	·	·	·
CCN(CC)CCCN1C(=O)c2oc3ccccc3c(=O)c2C1c1cc(OC)ccc1OC (stereo unspecified)	-3.0%	-9.8	74	-29.4%	12.1	74	5.0	94.5	89.5
CCc1cccc2c(C=C(C#N)C#N)cn(CC(=O)N3CCCC3)c12	1.9%	6.6	175	14.7%	-6.6	175	·	·	·
O=C(NC1CCCCC1)C1CCN(c2cnccn2)CC1	-0.1%	-7.6	192	18.2%	7.6	192	14.7	109.2	94.5
CCCn1nnc(NC(=O)c2ccc(Br)o2)n1	5.9%	3.5	181	24.4%	-3.5	181	-13.0	83.8	96.8
Cn1c(=O)n(-c2ccc(Cl)cc2)c(=O)c2c3c(sc21)COC(C)(C)C3	6.5%	12.2	124	3.9%	-12.2	124	-3.5	86.6	90.2
Cc1ccc(-c2nnc3c(C(F)(F)F)nc4ccccc4n23)cc1	0.6%	16.4	118	7.2%	-16.4	118	·	·	·
CCN(CC)c1cnn(C/C(=N\OC)c2ccc(Cl)cc2)c(=O)c1Br	-15.1%	-2.7	111	-30.3%	2.7	111	2.5	79.6	77.2
COC(=O)c1cc2c(s1)-c1ccccc1OC2	-4.3%	14.9	165	7.3%	-14.9	165	12.5	108.9	96.3
COc1ccc(OC)c(-c2csc3nnc(SCC(=O)Nc4ccc(NC(C)=O)cc4)n23)c1	-2.3%	2.7	212	-52.3%	-2.7	212	10.5	88.7	78.2
Cc1cc(C)n(-c2ccc(C(=O)Nc3ccc4c(c3)OCCO4)cc2)n1	-1.4%	-13.7	119	7.3%	13.7	119	·	·	·
COc1ccccc1C(=O)Nc1nnn(C)n1	1.9%	3.5	94	-0.4%	-3.5	94	11.8	108.5	96.7
CCc1ccccc1OCCCCN1CCCC1	2.2%	-13.5	118	-32.1%	13.5	118	6.7	72.7	66.0
CCOc1ccc2[nH]c(=O)c(CN(CCc3ccccc3)C(=O)N3CCCC3)cc2c1	-9.2%	-11.5	169	0.5%	11.5	169	·	·	·
CC(=O)c1ccc(NC(=O)CSc2nccn2CCc2ccccc2)cc1	-2.8%	7.7	164	34.2%	-7.7	164	22.5	83.6	61.1
COc1ccc(CCNC(=O)c2oc3ccc(S(=O)(=O)N4CCOCC4)cc3c2C)cc1OC	-8.1%	0.4	133	-29.6%	-0.4	133	·	·	·
O=C(CSC1=NCCS1)N1CCCC1	-9.1%	·	·	5.0%	·	·	9.7	94.5	84.8
COc1ccccc1CNC(=O)CCCNS(=O)(=O)c1cccc2nsnc12	-8.5%	-6.2	63	15.2%	8.4	63	-1.8	86.8	88.6
CCS(=O)(=O)N1CCC(NC(=O)c2ccco2)CC1	-1.2%	-3.3	101	1.1%	3.3	101	-3.2	92.1	95.3
N/C(Cc1ccc([N+](=O)[O-])cc1)=N\OC(=O)c1ccc([N+](=O)[O-])cc1	1.1%	-5.2	181	9.1%	5.2	181	11.3	98.5	87.2
CCC(CC)c1nnc(NC(=O)c2nc3nc(C)cc(C)n3n2)s1	-1.0%	-3.1	177	-6.8%	3.1	177	2.5	110.3	107.8

The list is partial (hit frequency here may not be typical).
